Chronic BCR inh – qHTS Assay to Find Inhibitors of Chronic Active B-Cell Receptor Signaling | ABC-DLBCL IkBa-CBG/CBR reporter, luminescence ratio, 4 h | Potency, µM (titrated, usually from 46.1 µM), inactives show at the top dose ratio change, negative = lower green/red ratio, hits mostly inhibitors | actives 0.05% (n = 340,000) | AID 493014, 2011; active = well fitted inhibition curve with a large enough effect in the signal ratio, with a control signal flat, not every such curve was filed as active; inconclusive = small, poorly fitted or top-dose-only effect, or effect the other way, or a change in a side signal; the % refers to the signal ratio;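 note: potency is the fitted concentration of half-maximal effect; plate controls were basal doxycycline-induced cells for no effect and cells given 10 µM MG132 for full effect; MG132 reads +100%, hits lower the ratio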
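Cell line TMD8 (human ABC DLBCL), stably expressing tet-inducible CBG68-IkBa fusion and CBR; IMDM/0.5% FBS; cpd up to 46 uM; dox induction, 4 h, 37C/5% CO2; dual luminescence; green/red ratio; MG132 control.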
a7 integrin act – qHTS for Activators of Integrin-Mediated Alleviation for Muscular Dystrophy | actives 0.064% (n = 350,000) | alpha7betagal myoblasts, beta-gal FDG fluorescence, 48 h | AID 624291, 2012 | Potency, µM (titrated, usually from 38.3 µM), without a hit: at the top dose activation, most hits filed as activators;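 note: potency is the fitted concentration of half-maximal effect; 100% = response of the positive control SU9516; nearly all actives have a fitted effect of over 60% in size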
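alpha7betagal+/- myoblasts (passage 13, 250/well) treated 48 h at 37C with compounds at 1:260 dilution of DMSO stock. Lysed, then beta-galactosidase activity read as FDG fluorescence (ex 480/em 540) after 30 min, with pre-read for autofluorescence.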
PKM2 act – qHTS Assay for Activators of Human Muscle isoform 2 Pyruvate Kinase; Pyruvate kinase PKM (Homo sapiens), P14618; purified PKM2, Kinase-Glo ATP luminescence, activation; response scale: 0% is enzyme alone, no compound; Potency, µM (titrated, usually from 57.5 µM), for the others: top-dose activation, most hits filed as activators; actives 0.34% (n = 260,000); AID 1631, 2009; note: potency is the fitted concentration of half-maximal effect; % is set by controls: 0 for no effect and ±100 for the full control effect; nearly all actives have a fitted effect of over 55% in size
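hPK-M2, >95% pure; 0.1 mM ADP / 0.5 mM PEP final; imidazole pH7.2 buffer w/ 7 mM MgCl2, 50 mM KCl; 1 h RT; Kinase-Glo lum. Intermediate enzyme activity for dual inhibitor/activator qHTS.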
TSG101-PTAP inh – qHTS Assay for Iinhibitors of HIV-1 Budding by Blocking the Interaction of PTAP/TSG101; Fluorescence polarization, FITC-PTAP peptide / Tsg101 binding; Potency, µM (top dose mostly 115 µM), for the others: at the top dose activity change, negative = inhibition, most hits filed as inhibitors; 340,000 tested, under 10 active; AID 493005, 2010; active = well fitted inhibition curve with a large enough effect in the main read-out, with a control signal flat, not every such curve was filed as active; inconclusive = small, poorly fitted or top-dose-only effect, or effect the other way, or a change in a side signal; inactive = no such curve, though single readings can be large or run the other way; note: potency is the fitted concentration of half-maximal effect; % of control where 0% means no effect
Target sequence (Q99816 whole entry, looked up): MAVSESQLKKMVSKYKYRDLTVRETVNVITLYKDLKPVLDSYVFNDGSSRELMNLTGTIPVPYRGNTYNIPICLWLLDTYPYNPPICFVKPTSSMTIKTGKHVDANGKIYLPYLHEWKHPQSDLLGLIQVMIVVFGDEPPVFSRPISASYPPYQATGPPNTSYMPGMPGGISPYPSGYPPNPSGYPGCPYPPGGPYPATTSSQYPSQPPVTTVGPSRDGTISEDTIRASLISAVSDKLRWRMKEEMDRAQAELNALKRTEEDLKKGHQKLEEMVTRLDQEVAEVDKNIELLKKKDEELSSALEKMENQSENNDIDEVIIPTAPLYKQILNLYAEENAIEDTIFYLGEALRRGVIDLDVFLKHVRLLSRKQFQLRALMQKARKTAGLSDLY
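Steps: Tsg101 binding domain dispensed (10 uM final), compounds pinned in DMSO, FITC-labeled PTAP-motif peptide added (50 nM final); after 20 min binding at room temperature, polarization measured.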
S-ASM inh – Inhibitors of Secretory Acid Sphingomyelinase (S-ASM): qHTS | Sphingomyelin phosphodiesterase (Homo sapiens), P17405 | placental ASM, HMU-PC fluorogenic substrate, 60 min | Potency, µM (doses to about 57.5 µM), without a hit: at the top dose activity change, negative = inhibition, most hits filed as inhibitors | actives 0.006% (n = 340,000) | AID 504937, 2011; note: potency is the fitted concentration of half-maximal effect
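Fluorogenic HMU-PC substrate (9 uM final) is turned over by placental ASM in 60 min at 37 C after a 10 min compound preincubation. Reaction ended by alkaline stop (pH 10), with fluorescence read at 386/447 nm.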
GALK inhibitor – qHTS Assay for Inhibitors of Human Galactokinase (GALK) | Potency, µM (doses to about 57.5 µM), for the others: top-dose activity change, negative = inhibition, actives largely listed as inhibitors | Purified GALK, Kinase-Glo residual ATP luminescence | actives 0.007% (n = 270,000) | P51570; note: potency is the fitted concentration of half-maximal effect; % is set by controls: 0 for no effect and ±100 for the full control effect
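ATP-depletion format; final 35 uM ATP, 100 uM D-galactose, 5 nM enzyme; pH 8.0 HEPES/Mg2+ buffer; 60 min RT; luminescence read 10 min after detection reagent.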
Giardia killer – Small Molecules that selectively kill Giardia lamblia: qHTS; Giardia lamblia trophozoite viability; activity change, % at 7.66 µM, hits read low; actives 0.15% (n = 340,000); in the data active = activity change below about -80%; inconclusive = between about -30% and that limit;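 note: parasites exposed to compound for two days anaerobically before the ATP read; % is set by controls: 0 for no effect and ±100 for the full control effect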
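Giardia trophozoites, 100 cells per well, were exposed to compounds for 48 hrs at 37 deg C under anaerobic conditions; viability was then read as ATP content by bioluminescence after 15-30 min at room temperature.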
B2AR arrestin – qHTS assay of beta-arrestin-biased ligands of beta2-adrenergic receptor. actives 0.02% (n = 330,000). Potency, µM (series often up to 46.1 µM), for inactives: top-dose activation, most hits filed as activators. beta-arrestin recruitment to beta2AR, cell-based reporter. Beta-2 adrenergic receptor (Homo sapiens), P07550. AID 492947, 2010;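 note: potency is the fitted concentration of half-maximal effect; 0% = DMSO controls and full agonism = EC100 isoproterenol or metaproterenol; nearly all actives have a fitted effect of over 65% in size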
Tb PFK block – qHTS Assay to Find Inhibitors of T. brucei phosphofructokinase; ATP-dependent 6-phosphofructokinase (Trypanosoma brucei brucei), O15648; actives 0.17% (n = 330,000); Potency, µM (highest dose often 57.5 µM), for the others: at the highest dose activity, negative = inhibition, actives largely listed as inhibitors; T. brucei PFK, ADP-Glo luminescence;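 note: potency is the fitted concentration of half-maximal effect; 0% = uninhibited 1x PFK enzyme wells and -100% = no-enzyme wells; nearly all actives have a fitted effect of over 60% in size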
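Activity is normalized to no-enzyme wells (full inhibition) and 1.25 nM enzyme wells (no inhibition). Reaction: 0.5 mM F6P, 0.1 mM ATP, 45 min RT, ADP-Glo luminescence; concentration-response curves fitted and classed by quality.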
FBPA coupling cs – qHTS Assay for Inhibitors of Fructose-1,6-bisphosphate Aldolase from Giardia Lamblia: Coupling assay counterscreen; coupling enzyme system counterscreen, AmpLite Red fluorescence; activity change, negative = inhibition, % at 58.2 µM, hits read low; actives 0.67% (n = 290,000); in the data active = activity change below about -30%; note: % is set by controls: 0 for no effect and ±100 for the full control effect
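Fluorescence at 525 nm excitation and 598 nm emission measured inhibition of the coupled detection system without aldolase. Compounds (at 57.5 uM final) were preincubated 10 min at room temperature with coupling enzyme reagent before a 20 min substrate/AmpLite Red step.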
Menin MLL FP TR – qHTS Assay for Inhibitors Targeting the Menin-MLL Interaction in MLL Related Leukemias: Competition With Texas Red Labeled MLL-derived Mutant Peptide; Menin + Texas Red MLL mutant peptide, fluorescence polarization; O00255; actives 0.23% (n = 270,000); Potency, µM (doses to about 61.6 µM), without a hit: at the top dose FP activity change, negative = inhibition, hits mostly inhibitors; AID 1768, 2009; active = well fitted inhibition curve with a large enough effect in the polarisation, with a control signal flat, not every such curve was filed as active; inconclusive = small, poorly fitted or top-dose-only effect, or effect the other way, or a change in a side signal; inactive = no such curve, though single readings can be large or run the other way; the % refers to the polarisation; note: potency is the fitted concentration of half-maximal effect; % of control where 0% means no effect; many of its hits are not listed in these tables
Target sequence (O00255 whole entry, looked up): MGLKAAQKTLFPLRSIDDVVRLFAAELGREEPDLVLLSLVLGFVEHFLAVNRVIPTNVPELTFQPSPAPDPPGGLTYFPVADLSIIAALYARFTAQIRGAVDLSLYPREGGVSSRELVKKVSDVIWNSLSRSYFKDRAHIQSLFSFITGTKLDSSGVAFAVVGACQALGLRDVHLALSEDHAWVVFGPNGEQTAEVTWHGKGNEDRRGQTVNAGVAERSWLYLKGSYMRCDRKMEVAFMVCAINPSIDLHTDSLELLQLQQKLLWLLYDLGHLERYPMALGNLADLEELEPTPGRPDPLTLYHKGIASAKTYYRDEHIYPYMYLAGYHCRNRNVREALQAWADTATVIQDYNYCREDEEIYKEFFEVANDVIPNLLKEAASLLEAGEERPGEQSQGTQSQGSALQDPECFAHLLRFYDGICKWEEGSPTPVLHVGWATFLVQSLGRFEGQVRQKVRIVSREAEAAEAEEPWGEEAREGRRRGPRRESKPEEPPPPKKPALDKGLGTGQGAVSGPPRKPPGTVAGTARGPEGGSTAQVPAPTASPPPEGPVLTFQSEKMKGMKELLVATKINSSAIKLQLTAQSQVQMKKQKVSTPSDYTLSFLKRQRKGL
* marks the source's active call; other numbers are inactive results; & = joins results of further samples; [ ] = dose if it differs, or a comment. Unless noted, calls come from the whole dose curve; as a rule, active = well fitted curve in the direction sought with a large enough effect; inconclusive = small, poorly fitted or top-dose-only effect, or another doubt; inactive = no such curve, though single readings can be large; an effect the other way counts as inactive or inconclusive. Only part of the results is shown. The share of hits here may be higher or lower than overall.

Results for COc1ccccc1-c1cn[nH]c1-c1ccc(OCc2ccc(F)cc2)cc1O ?
Chronic BCR inh: inconclusive; a7 integrin act: 0%; PKM2 act: 9%; TSG101-PTAP inh: -1%; S-ASM inh: -8%; GALK inhibitor: 3%; Giardia killer: -7; B2AR arrestin: -0.7%; Tb PFK block: -3%; FBPA coupling cs: 0

Results for COc1cc(/C=N/NC(=O)Nc2cccc3nsnc23)cc(OC)c1OC ?
Chronic BCR inh: 0%; a7 integrin act: 2%; PKM2 act: -3%; TSG101-PTAP inh: 0%; S-ASM inh: 87%[activator]; GALK inhibitor: -3%; Giardia killer: -21; B2AR arrestin: -0.1%; Tb PFK block: -5%; FBPA coupling cs: -1; Menin MLL FP TR: 12%

Results for CN1C2CCC1CC(NC(=O)CSc1ccc(Cl)cc1)C2 (centres undefined) ?
Chronic BCR inh: 2%; a7 integrin act: -24%; PKM2 act: -1%; TSG101-PTAP inh: -3%; S-ASM inh: 0%; GALK inhibitor: 1%; Giardia killer: 2; B2AR arrestin: 1.0%; Tb PFK block: -1%; FBPA coupling cs: 0

Results for Cc1onc(-c2ccncc2)c1C(=O)O ?
Chronic BCR inh: 1%; a7 integrin act: 0%; PKM2 act: 0%; TSG101-PTAP inh: -1%; S-ASM inh: 4%; GALK inhibitor: 3%; Giardia killer: -7; B2AR arrestin: 0.0%; Tb PFK block: 1%; FBPA coupling cs: 3; Menin MLL FP TR: 6%

What do the screens show for `CC1CC(C)CN(S(=O)(=O)CCNC(=O)c2ccc3c(c2)OCO3)C1` (centres undefined)?
Chronic BCR inh: -7%; a7 integrin act: 13%; TSG101-PTAP inh: -2%; S-ASM inh: -1%; Giardia killer: -2; B2AR arrestin: 0.7%; Tb PFK block: 0%

Results for O=C(NC1CCCC1)C(=O)N(c1ccccc1F)C(C(=O)NCC1CCCO1)c1cccs1 (centres undefined) ?
Chronic BCR inh: -22%; a7 integrin act: -16%; PKM2 act: -13%; TSG101-PTAP inh: 0%; S-ASM inh: 4%; GALK inhibitor: 0%; Giardia killer: 2; B2AR arrestin: -1.5%; Tb PFK block: -6%; FBPA coupling cs: -1; Menin MLL FP TR: -25%

How did CCCOc1ccc(CN(C(=O)c2cccc(OC)c2)C2CCS(=O)(=O)C2)cc1 (centres undefined) do in these assays?
Chronic BCR inh: 0%; a7 integrin act: -1%; TSG101-PTAP inh: 0%; S-ASM inh: 0%; GALK inhibitor: -4%; Giardia killer: 37[activator]; B2AR arrestin: -0.4%; Tb PFK block: 14%

Results for CCC(CC)NC(=O)COC(=O)CCC(=O)c1cccs1 ?
Chronic BCR inh: 7%; a7 integrin act: -17%; PKM2 act: 1%; TSG101-PTAP inh: -6%; S-ASM inh: 1%; GALK inhibitor: 1%; Giardia killer: -17; B2AR arrestin: -0.9%; Tb PFK block: 0%; FBPA coupling cs: 3; Menin MLL FP TR: -12%

What do the screens show for `Cc1cc(/C=C2/NC(=O)N(Cc3ccccc3F)C2=O)c(C)n1C(C)C`?
Chronic BCR inh: inconclusive; a7 integrin act: 5%; PKM2 act: 13%; TSG101-PTAP inh: 0%; S-ASM inh: 61%[activator]; GALK inhibitor: 0%; Giardia killer: 1; B2AR arrestin: 0.1%; Tb PFK block: 4%; FBPA coupling cs: -3; Menin MLL FP TR: 4%

Results for COc1cc2c(cc1OC)-c1cc(Nc3ccc4c(c3)OCCO4)nc(=O)n1CC2 ?
Chronic BCR inh: -18%; a7 integrin act: 34%; PKM2 act: -11%; TSG101-PTAP inh: -6%; S-ASM inh: 30%; GALK inhibitor: 0%; Giardia killer: -6; B2AR arrestin: 0.1%; Tb PFK block: 0%; FBPA coupling cs: -20; Menin MLL FP TR: 26%

Results for COc1ccc(C)cc1NC(=O)c1ccc(S(=O)(=O)N2CCOCC2)cc1 ?
Chronic BCR inh: -8%; a7 integrin act: 9%; PKM2 act: -2%; TSG101-PTAP inh: -2%; S-ASM inh: -2%; GALK inhibitor: -4%; Giardia killer: 5; B2AR arrestin: -1.8%; Tb PFK block: -7%; FBPA coupling cs: 9; Menin MLL FP TR: 7%

How did CC(=O)NCCC(=O)Nc1nc(-c2c[nH]c3ccccc23)cs1 do in these assays?
Chronic BCR inh: inconclusive; a7 integrin act: -10%; PKM2 act: 2%; TSG101-PTAP inh: -8%; S-ASM inh: -2%; GALK inhibitor: -2%; Giardia killer: -13; B2AR arrestin: 0.4%; Tb PFK block: -2%; FBPA coupling cs: -6; Menin MLL FP TR: inconclusive

How did CC[C@H](C)[C@H](NS(=O)(=O)c1ccc(C)cc1)C(=O)N1CCC(C(=O)N[C@H](C(=O)O)C(C)C)CC1 do in these assays?
Chronic BCR inh: -1%; a7 integrin act: 24%; PKM2 act: 1%; TSG101-PTAP inh: -4%; S-ASM inh: -2%; GALK inhibitor: 1%; Giardia killer: 16; B2AR arrestin: 0.1%; Tb PFK block: -2%; FBPA coupling cs: 0; Menin MLL FP TR: -9%

What do the screens show for `CCOC(=O)[C@H]1[C@H]2COc3ccc(C)cc3[C@@H]2N2C(=O)CN(Cc3ccc(Cl)cc3)C(=O)[C@@]12C`?
Chronic BCR inh: inconclusive; a7 integrin act: 39%; S-ASM inh: 13%; Giardia killer: -1; B2AR arrestin: 8.6%; Tb PFK block: 5%

How did COc1ccc(C(=O)NC(=S)Nc2cc3oc4ccccc4c3cc2OC)cc1 do in these assays?
Chronic BCR inh: -1%; a7 integrin act: -7%; PKM2 act: 2%; TSG101-PTAP inh: -4%; S-ASM inh: -4%; GALK inhibitor: -3%; Giardia killer: 10; B2AR arrestin: -1.3%; Tb PFK block: -1%; FBPA coupling cs: -1; Menin MLL FP TR: 2%

How did CC1(C)CC(=O)C(C(C2=C(O)CC(C)(C)CC2=O)c2ccc([N+](=O)[O-])cc2)C(=O)C1 (centres undefined) do in these assays?
Chronic BCR inh: 17%; a7 integrin act: 13%; PKM2 act: 4%; TSG101-PTAP inh: 1%; S-ASM inh: 0%; GALK inhibitor: -1%; Giardia killer: -14; B2AR arrestin: 0.2%; Tb PFK block: inconclusive; FBPA coupling cs: -8; Menin MLL FP TR: 13%

What do the screens show for `Cc1cc(C)c(S(=O)(=O)Nc2ccc(N(C)C)cc2)c(C)c1-n1cnnn1`?
Chronic BCR inh: inconclusive; a7 integrin act: 40%; TSG101-PTAP inh: -1%; S-ASM inh: 0%; GALK inhibitor: 5%; Giardia killer: 34[activator]; B2AR arrestin: 0.2%; Tb PFK block: -2%; FBPA coupling cs: -9; Menin MLL FP TR: 4%

How did O=C1/C(=C/c2cccc([N+](=O)[O-])c2)Oc2cc(O)ccc21 do in these assays?
Chronic BCR inh: inconclusive; a7 integrin act: -6%; TSG101-PTAP inh: 0%; S-ASM inh: -4%; GALK inhibitor: 1%; Giardia killer: 1; B2AR arrestin: 0.2%; Tb PFK block: 1%; FBPA coupling cs: 0; Menin MLL FP TR: inconclusive

How did Cc1ccc(Cl)cc1NC(=O)COC(=O)C1CCCCC1 do in these assays?
Chronic BCR inh: inconclusive; a7 integrin act: -1%; PKM2 act: 5%; TSG101-PTAP inh: -4%; S-ASM inh: 2%; GALK inhibitor: 1%; Giardia killer: -2; B2AR arrestin: -0.1%; Tb PFK block: -4%; FBPA coupling cs: -1; Menin MLL FP TR: 2%

What do the screens show for `COc1cc2[nH]c(-c3ccc(C)cc3)cc(=O)c2cc1OC`?
Chronic BCR inh: 2%; a7 integrin act: 25%; PKM2 act: -3%; TSG101-PTAP inh: -4%; S-ASM inh: -1%; Giardia killer: 38[activator]; B2AR arrestin: -0.6%; Tb PFK block: 5%; FBPA coupling cs: -2&0; Menin MLL FP TR: inconclusive

How did CN(C)S(=O)(=O)Oc1ccc(C(=O)Nc2cccc(Cl)c2)cc1 do in these assays?
Chronic BCR inh: inconclusive; a7 integrin act: -17%; PKM2 act: -18%; TSG101-PTAP inh: -1%; S-ASM inh: -3%; GALK inhibitor: 2%; Giardia killer: 37[activator]; B2AR arrestin: -0.3%; Tb PFK block: -26%; FBPA coupling cs: -26; Menin MLL FP TR: inconclusive
